Screening results: PubChem, several laboratories
NALP1 yeast inh: inhibitors of NALP1 inflammasome in yeast; S. cerevisiae NALP1/ASC/caspase-1 growth, X-gal OD620, 72 h; inhibition, % at 10 µM; 280,000 compounds, 0.61% hits; in the data active means inhibition mostly above about 24%, no sharp cut-off; inactive means mostly below about 32%; further: some compounds called inactive have numbers as strong as hits
OXTR agonist: activates the human oxytocin receptor. P30559. CHO-OTR cells, Fluo-8 calcium fluorescence; normalized: DMSO 0%, oxytocin 100%. activation, % at 3 µM. 320,000 compounds, 0.32% hits. AID 2435;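 active means activation above the mean of all tested compounds plus 3 SD, cutoff set per screening run, cut at about 20% in these data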;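 further: peak over basal fluorescence ratio from a 100 s FLIPR kinetic read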
Target sequence (P30559 whole entry, looked up): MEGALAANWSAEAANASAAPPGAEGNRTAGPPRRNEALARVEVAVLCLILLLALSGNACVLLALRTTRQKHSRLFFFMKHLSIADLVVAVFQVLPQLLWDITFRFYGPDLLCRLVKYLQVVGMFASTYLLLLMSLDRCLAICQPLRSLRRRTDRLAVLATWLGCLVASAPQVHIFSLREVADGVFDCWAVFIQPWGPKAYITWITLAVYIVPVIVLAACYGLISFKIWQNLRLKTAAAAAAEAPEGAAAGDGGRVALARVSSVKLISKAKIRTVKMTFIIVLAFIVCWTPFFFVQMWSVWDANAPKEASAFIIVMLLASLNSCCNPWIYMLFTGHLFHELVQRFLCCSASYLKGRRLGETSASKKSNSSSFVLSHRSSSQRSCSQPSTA
MEKK2 WT-MEK5: raises or lowers MEK5 binding to wildtype human MEKK2 PB1 domain; Q9Y2U5; bead flow cytometry, Alexa488-MEK5 binding to MEKK2 WT; actives lie on both sides; binding response (% of control), % at 10 µM; 290,000 compounds, 1.1% hits; in the data active means binding response below about 67% or above about 130%
M18AAP inhibitor: blocks P. falciparum M18 aspartyl aminopeptidase | inhibition, % at 7.35 µM | recombinant PfM18AAP, H-Glu-NHMec fluorogenic cleavage | 290,000 compounds, 1.2% hits;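 active means inhibition above the campaign mean inhibition over all tested compounds plus 3 SD, cut at about 28% in these data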;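 further: 0% = plate median of test compound wells and 100% = 2 mM ZnCl2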
MEKK2mut PB1 HTS: signal of MEK5 binding to mutant human MEKK2 PB1 domain; bead flow cytometry, Alexa488-MEK5 binding to MEKK2 mutant; percent response, % at 10 µM; 290,000 compounds, 0.35% hits; AID 1530; in the data active means percent response above about 24%, passing the limit was not always enough; further: inactives centre near 1; some results filed as inactive read as strong as hits
GPR7 antagonist: antagonists of human GPR7 (neuropeptides B/W receptor 1); GPR7-expressing cells, fluorescence antagonist assay; AID 1861; 290,000 compounds, 1.1% hits; P48145; inhibition, % at 4.4 µM; in the data active means inhibition above about 16%, passing the limit was not always enough;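 further: cells stimulated with the agonist NPW; 0% = agonist with vehicle and 100% = vehicle without agonist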
Target sequence (P48145 whole entry, looked up): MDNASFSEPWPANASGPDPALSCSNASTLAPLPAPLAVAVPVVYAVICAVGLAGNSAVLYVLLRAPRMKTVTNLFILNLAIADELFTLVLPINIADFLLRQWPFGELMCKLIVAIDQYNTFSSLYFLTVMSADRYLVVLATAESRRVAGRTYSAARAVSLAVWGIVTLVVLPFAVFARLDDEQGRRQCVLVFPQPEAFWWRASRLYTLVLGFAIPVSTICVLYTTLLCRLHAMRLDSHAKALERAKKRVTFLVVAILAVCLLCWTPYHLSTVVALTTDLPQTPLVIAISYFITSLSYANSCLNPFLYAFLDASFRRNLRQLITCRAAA
OXTR potentiator: potentiators of human oxytocin receptor | P30559 | 320,000 compounds, 0.061% hits | CHO-OTR cells, Fluo-8 calcium fluorescence, potentiator mode; 0% = oxytocin EC15, 100% = EC100 | activation, % at 3 µM | AID 2445;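 active means activation above that plate's cutoff, the mean activation of tested compounds plus 3 SD, cut at about 6.6% in these data, passing the limit was not always enough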;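 further: 100% uses oxytocin at 75 nM as the full agonist control; some results filed as inactive read as strong as hits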
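Assay system: CHO cell line stably expressing human OTR | Also added: Oxytocin at about EC15, sub-maximal agonist stimulus | Times: Compound 6 min at room temperature before oxytocin, 100 s read | Measured by: Fluo-8 intracellular calcium fluorescence, ex 470-495, em 515-575 nm | Controls: EC15 oxytocin alone as 0%, 75 nM oxytocin as 100%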
GalR3 antag: human GalR3 antagonism | O60755 | HEK293 GalR3-CNG cAMP membrane potential fluorescence; galR3 body fused to GalR1 C-terminus | inhibition, % at 3 µM | 360,000 compounds, 0.44% hits;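 active means inhibition above the screen-wide average plus 3 SD, cut at about 13% in these data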;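 further: forskolin and galanin both at EC90 stimulate the cells; cAMP rise reported by CNG channel membrane potential dye signal; 0% = forskolin plus galanin with DMSO and 100% = forskolin alone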
Target sequence (O60755 1-299 limits assumed): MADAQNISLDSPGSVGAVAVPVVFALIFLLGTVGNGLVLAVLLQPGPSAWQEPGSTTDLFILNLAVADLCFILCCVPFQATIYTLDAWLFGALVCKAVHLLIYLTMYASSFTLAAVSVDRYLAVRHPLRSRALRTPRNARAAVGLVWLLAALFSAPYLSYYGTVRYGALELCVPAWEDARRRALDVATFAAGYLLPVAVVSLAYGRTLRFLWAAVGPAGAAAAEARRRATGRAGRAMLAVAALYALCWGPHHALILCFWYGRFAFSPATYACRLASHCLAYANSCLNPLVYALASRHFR
V1aR counter: activates human V1a receptor in oxytocin agonist counter-screen | CHO-V1R cells, Fluo-8 calcium fluorescence, agonist mode; 0% DMSO, 100% 3 nM vasopressin | activation, % at 3 µM | 320,000 compounds, 0.25% hits | P37288;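 active means activation above the mean activation of all tested compounds plus 3 SD, per screening run, cut at about 20% in these data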;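 further: signal is peak over basal fluorescence ratio across a 100 second FLIPR read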
Starred values were filed as active, the others as inactive; · = no result given.

Fields: NALP1 yeast inh	OXTR agonist	MEKK2 WT-MEK5	M18AAP inhibitor	MEKK2mut PB1 HTS	GPR7 antagonist	OXTR potentiator	GalR3 antag	V1aR counter
- CCC(Oc1ccccc1)C(=O)Nc1ccc(S(=O)(=O)N2CCOCC2)cc1 (configuration not stated)
 : -69.3	5.8	104.0	-8.8	3.0	-2.2	-6.0	-3.4	8.7
- Cc1nn(CCO)c(C)c1Oc1ccccc1O
 : 14.9	0.9	101.0	1.8	3.0	-7.4	-2.2	-0.8	0.6
- Cc1ccccc1NC(=O)/C(C#N)=C/c1ccc[nH]1
 : 14.2	·	101.0	1.6	1.0	-9.7	·	-6.1	·
- Cc1ccccc1CN1CCN(S(C)(=O)=O)CC1
 : -117.0	1.4	98.0	-2.8	1.0	-6.5	2.3	-6.0	0.7
- N#CC1=C2C=Cc3ccccc3N2CCCC1=O
 : -6.0	-0.2	107.0	2.2	9.0	-3.1	-5.3	4.1	0.6
- COc1ccc(NC(=O)NNC(=O)c2ccc3ccccc3c2O)cc1OC
 : 13.5	-0.3	100.0	38.8*	2.0	6.5	-8.3	-0.6	1.7
- Cc1c(Cl)cccc1NC(=O)CNC(=O)C1CCN(C(=O)Nc2ccccc2)CC1
 : ·	1.7	·	·	·	·	8.6	-6.0	0.3
- Cn1c(N)c(C(=O)COC(=O)CNC(=O)c2ccccc2)c(=O)n(C)c1=O
 : ·	-0.2	·	·	·	·	-5.3	-6.5	-0.5
- O=C(Cn1ccc([N+](=O)[O-])n1)NCc1cccs1
 : 11.9	-0.7	100.0	1.2	-1.0	3.1	-1.9	-7.3	-1.0
- CC1=CC(C)(C)Nc2ccc(OC(=O)c3ccco3)cc21
 : 24.0	1.6	85.0	9.6	-8.0	-5.0	3.2	-1.7	-0.7
- CCOC(=O)c1cc(-c2ccccc2)n(CC(=O)Nc2ccc(OC)c(OC)c2)c1C
 : 47.4	-0.7	100.0	4.4	-2.0	-2.5	-3.1	-0.3	-0.2
- O=C(CSc1nc(-c2ccccc2)cc(=O)[nH]1)Nc1ccccn1
 : ·	1.0	103.0	-16.3	0.0	-12.1	-15.8	-1.2	0.2
- Cc1c(C(=O)OCC(=O)N2CC(=O)Nc3ccccc32)oc2ccc(Br)cc12
 : 9.1	0.7	·	-4.6	·	-7.1	-5.3	-5.8	-0.1
- COc1ccc(C2C(=O)N(C3CCCCC3)CC(=O)N2C2CCCCC2)cc1 (configuration not stated)
 : -5.8	-1.7	107.0	5.7	10.0	1.4	-3.1	-5.1	-0.8
- Cc1ccc(NC(=S)NNC(=O)c2ccc(N3CCOCC3)c([N+](=O)[O-])c2)cc1C
 : -4.0	-0.2	94.0	6.9	-2.0	0.0	-9.3	4.9	0.3
- COc1ccc(-n2nnc3c(=O)n(CC(=O)Nc4cc(C)on4)cnc32)cc1
 : 6.4	-1.7	103.0	-6.6	5.0	-13.8	-2.8	-0.9	0.2
- CC1=CC(=C(C#N)C#N)C=C(C)N1Cc1ccc(Cl)cc1
 : -7.5	2.7	100.0	-3.0	-2.0	-1.1	-6.6	-2.9	2.5
- CC(=O)N(C(C)=O)S(=O)(=O)c1ccc(N=NN2CCOCC2)cc1
 : 5.7	-0.9	108.0	0.2	4.0	-11.5	-5.7	-1.8	1.1
- Cc1cccc(-n2ncc3c(NCCCO)ncnc32)c1
 : 30.3	0.0	106.0	5.2	4.0	4.0	-5.7	-3.7	0.0
- COc1cccc(N(C(C)=O)c2nc(C)cc(C)c2C#N)c1
 : -2.6	0.4	97.0	-2.6	1.0	4.9	-1.1	-6.8	1.1
- CCOC(=O)c1cnc2c(C)cccc2c1Nc1ccc(N2CCOCC2)cc1
 : 26.2	-2.6	101.0	-8.9	0.0	-11.1	-13.5	·	0.1
- Cc1ccc(-c2nc(CS(=O)CC(=O)NCc3ccc4c(c3)OCO4)c(C)o2)cc1 (configuration not stated)
 : -9.4	-2.2	97.0	3.0	-4.0	-10.8	0.1	·	-0.5
- O=C(Nc1ccccc1N1CCCC1)C1CCN(S(=O)(=O)c2cccc(C(F)(F)F)c2)CC1
 : ·	-2.5	·	·	·	·	1.0	-2.8	-0.6
- CC(C)(C)c1nnc(NC(=O)c2cccs2)s1
 : -3.8	0.1	89.0	-1.5	-9.0	0.7	-14.2	-7.2	0.0
- CC(=O)C(=Nc1ccc(Cl)cc1Cl)NNc1cccc(Cl)c1
 : 13.5	-2.3	107.0	-78.6	8.0	-5.0	-5.3	2.6	-0.6
- CCOC(=O)c1ccc(NC(=O)CC2OCCN(CC)C2=O)cc1 (configuration not stated)
 : 1.8	0.7	98.0	-2.5	2.0	5.5	1.9	-1.6	0.0
- O=C(/C=C/c1ccc(NC(=O)c2ccccc2-c2ccccc2C(=O)O)cc1)c1ccccc1
 : 9.9	0.0	96.0	-12.6	-3.0	-8.2	-8.8	-3.2	2.7
- Cc1cccc(Nc2ccccc2C(=O)OCC(=O)N(C)C2CCS(=O)(=O)C2)c1C (configuration not stated)
 : -1.3	0.2	93.0	1.6	-5.0	1.4	-1.3	-7.2	1.3
- Cc1ccc(NC(=O)CSc2nnc(-c3cccnc3)n2-c2ccc(C)cc2)cc1
 : 14.1	-1.1	101.0	-2.5	2.0	-6.9	0.9	-4.9	-0.3
- O=c1[nH]nc(CNc2ccc(O)cc2)c2ccccc12
 : 2.9	-0.1	102.0	35.0*	2.0	-13.8	-5.4	-1.8	2.5
- Cn1c2c(c(=O)n(C)c1=O)C(c1ccccc1F)C(C#N)=C(N)O2 (configuration not stated)
 : 6.6	-0.2	100.0	3.0	-3.0	-10.2	-6.3	-2.3	-0.2
- COC(=O)C(Cc1ccccc1)NC(=O)CCNC(=O)c1ccco1 (configuration not stated)
 : 18.8	0.6	85.0	-7.7	-6.0	-23.4	-8.4	-7.5	0.3
- COc1ccc(CCN(C)C(=O)c2ccc(S(=O)(=O)Nc3ccccc3F)cc2)cc1OC
 : 14.4	-0.3	101.0	3.6	3.0	-9.1	-2.4	6.0	1.2
- Cc1nc(NC(=O)/C=C/c2ccccc2)sc1C(=O)Nc1ccccc1
 : 11.8	3.1	95.0	5.1	-4.0	-7.0	-7.5	-3.8	1.2
- COc1ccc(S(=O)(=O)N2CCN=C2SCc2cccnc2)cc1
 : 7.8	0.9	89.0	1.4	-11.0	9.1	-13.0	-5.1	0.5
- Cn1c(CSc2nc3ccccc3s2)nnc1SCC(=O)NCCN1CCOCC1
 : 11.5	0.0	96.0	·	0.0	·	0.0	·	-0.1
- C/C(=N\NC(=O)CC#N)c1ccc(Oc2ccccc2)cc1
 : 3.3	2.4	90.0	33.0*	-6.0	2.0	-4.5	-3.0	1.0
- COc1ccccc1CN(C)CC(=O)NC(=O)NC1CCCCC1
 : ·	-1.9	·	·	·	·	-3.2	-7.8	-0.7
- CN1C(=O)C(Cl)(Cl)C(=O)c2ccccc21
 : 32.4	·	104.0	38.2*	2.0	-7.8	·	·	·
- C#CCNC(=O)C1=C[C@@H](C2CC2)C[C@@H](OCc2ccc(CO)cc2)O1
 : -4.3	-0.8	104.0	4.0	4.0	-4.4	-1.3	-6.2	1.2
- CC(/C=C1\SC(=S)N(CCC(=O)Nc2ccc(O)cc2)C1=O)=C\c1ccccc1
 : 19.8	-0.3	83.0	1.9	-3.0	-3.4	-5.5	3.8	1.1
- Cc1cccc(NCN2C(=O)c3ccncc3C2=O)n1
 : 1.4	-0.5	98.0	-2.8	5.0	-1.9	3.8	-6.2	-0.5
- CCOc1ccc(Br)cc1S(=O)(=O)Nc1cccc(S(=O)(=O)NC2=NCCC2)c1
 : -1.7	0.5	95.0	-3.7	-5.0	-9.4	-3.8	4.4	0.3
- CCCN1C(=O)SC(CC(=O)Nc2ccc(C)cc2)C1=O (configuration not stated)
 : 6.3	-0.8	100.0	-14.3	2.0	-9.7	-0.2	1.9	-0.1
- CCSc1nnc(NC(=O)c2nc3nc(C)cc(C)n3n2)s1
 : 5.8	0.3	101.0	-0.2	2.0	-8.5	1.4	-2.7	-0.2
- NC(=S)NNC(=O)COc1ccccc1O
 : ·	-0.6	105.0	37.3*	-2.0	-7.5	-16.2	-6.8	0.8
- CC1CCC(C(C)C)C(OCC(O)CNC(C)C)C1 (configuration not stated)
 : ·	-0.5	100.0	-3.7	0.0	-0.6	-4.0	-6.0	-1.0
- Cn1nccc1NC(=O)CC(CC(=O)O)c1ccccc1 (configuration not stated)
 : 18.5	-1.2	88.0	9.3	-16.0	-0.6	-5.4	-2.9	-0.6
- CC(C)Nc1nc(-c2ccncc2)nc(-c2ccc(Cl)cc2)c1C#N
 : -7.4	-1.6	95.0	-5.4	-3.0	-7.6	1.1	-3.2	1.9
- O=C(NC1(C(F)(F)F)C(=O)Nc2c1c(=O)[nH]c(=O)n2-c1ccc(F)cc1)c1cccnc1 (configuration not stated)
 : 5.3	0.5	99.0	3.8	2.0	-1.9	-3.7	1.6	-0.4
- c1csc(COc2ccccc2CNC2CCCCC2)c1
 : 16.8	0.6	128.0	-8.2	22.0	23.8*	-6.5	-11.2	2.6
- Cc1cccc(S(=O)(=O)Nc2cccc(-c3cn4ccsc4n3)c2)c1
 : -3.7	6.4	111.0	-8.4	7.0	-5.0	-14.6	-6.7	7.0
- CCN(CC)CCCNC(=O)c1ccc(N2CCCCC2)c(NS(=O)(=O)c2ccc(C)cc2)c1
 : 24.4*	1.1	108.0	-4.5	-3.0	12.2	2.5	-7.8	0.5
- CC(C)C(=O)NC(=S)Nc1ccccc1N1CCN(C(=O)c2ccccc2)CC1
 : -4.6	-0.1	91.0	1.9	-10.0	-11.4	-17.9	-1.7	1.5

Shown field by field: part of the list above
COc1ccccc1CN(C)CC(=O)NC(=O)NC1CCCCC1
  NALP1 yeast inh = ·	OXTR agonist = -1.9	MEKK2 WT-MEK5 = ·	M18AAP inhibitor = ·	MEKK2mut PB1 HTS = ·	GPR7 antagonist = ·	OXTR potentiator = -3.2	GalR3 antag = -7.8	V1aR counter = -0.7

CN1C(=O)C(Cl)(Cl)C(=O)c2ccccc21
  NALP1 yeast inh = 32.4	OXTR agonist = ·	MEKK2 WT-MEK5 = 104.0	M18AAP inhibitor = 38.2*	MEKK2mut PB1 HTS = 2.0	GPR7 antagonist = -7.8	OXTR potentiator = ·	GalR3 antag = ·	V1aR counter = ·
